EphA4 KYL inhibition – EphA4 ligand-binding antagonists – biochemical, colorimetric, mouse EphA4, primary screen (AID 689) | actives 0.1% (n = 62,000) | one-dose inhibition, % at 10 µM; IC50 in µM for titrated hits | EphA4-AP binding to KYL peptide, pNPP A405; higher % means a stronger effect; in the data active means a potency from the dose series; inactive means the rest, 99 in 100 with inhibition below about 22%
Active calls of the source: *; & = joins results of further samples.

structure,EphA4 KYL inhibition
Cc1cc(C(=O)Nc2c(C)cccc2C)n(-c2ccccc2)n1,13%
O=C(NCc1ccc(F)cc1)C1CCCN(S(=O)(=O)c2cccc3nsnc23)C1 (stereo not drawn),-14%
COc1ccc(S(=O)(=O)N[C@@H](CC(C)C)C(=O)O)cc1,-12%
O=C(COC(=O)c1ccccc1)NCc1ccco1,3%
COCCCn1c2nc3ccccc3nc2c2c(=O)n(Cc3ccccc3Cl)cnc21,-1%
COc1ccc(N2C(=O)CCC(C(=O)O)C2c2ccc(OC)c(OC)c2)cc1 (stereo not drawn),-12%
CCCn1c(SCC(=O)/C(C#N)=C(\C)N)n[nH]c1=O,-18%
Cc1cc(C)cc(NC(=O)C2(c3ccccc3)CC2(Cl)Cl)c1 (stereo not drawn),-10%
S=c1[nH]nc(-c2cccnc2)n1/N=C/c1cccs1,-9%
Cc1ccccc1NC(=O)CC1(c2ccc(N(C)C)cc2)C(=O)c2ccccc2C1=O,-7%
CC(CCCC(C)(C)O)NCCO (stereo not drawn),-10%
Clc1ccc(C2=CSC3=NCCN23)cc1Cl,-8%
O=C(OCc1nc2ccccc2s1)c1ccc(Br)s1,3%
O=C(O)CCC(=O)N1CCc2cc(S(=O)(=O)NC3CCCc4ccccc43)ccc21 (stereo not drawn),8%
COC(=O)c1ccccc1NC(=O)c1cncc(Br)c1,-9%&4%
Cc1cc(C)n(-c2c(F)c(F)c(CN3CCOCC3)c(F)c2F)n1,-12%
COC(=O)c1ccc(C2/C(=C(\O)c3ccc4c(c3)OCCO4)C(=O)C(=O)N2CCCN(C)C)cc1 (stereo not drawn),-6%
Cc1ccc(NC(=O)N2Cc3ccccc3CC2C(=O)NC(C)(C)C)cc1 (stereo not drawn),1%
O=S(=O)(c1ccc(-c2ccccc2)cc1)N1CCSC1c1ccccc1 (stereo not drawn),-8%
COc1ccc(-c2nnc3sc(-c4ccccc4OC)nn23)cc1,-6%
C1CCC2(CC1)C1=C(CCCC1)Nc1nnnn12,2%
CC1CCN(c2ccccc2NC(=O)c2ccc(F)cc2)CC1,1%
Cc1nc(NC(N)=S)sc1C(=O)Nc1ccccc1,-7%
CC(=O)c1cccc(NC2c3ncccc3C(=O)N2Cc2ccco2)c1 (stereo not drawn),-7%
O=C(NCc1ccco1)C(c1cccnc1)N(C(=O)Cn1nnc2ccccc21)c1ccc(F)cc1 (stereo not drawn),-20%
N#Cc1ccc(CSc2ncnc3c2cnn3Cc2ccccc2)cc1,-7%
CN(CCC#N)S(=O)(=O)c1ccc2c(c1)c(=O)n(C)c(=O)n2C,-15%
c1ccc2[nH]c(CSc3nnc(-c4ccncc4)o3)nc2c1,2%
S=c1[nH]nc(-c2ccc(Cl)cc2)n1CC1CCCO1 (stereo not drawn),-2%
CCOc1cc2[nH]c(=O)n(CCCC(=O)NCc3ccco3)c(=O)c2cc1OCC,1%
O=C(CSc1ccccn1)N1c2ccccc2Sc2ccccc21,-4%
COc1cc(C(=O)Nc2c(-c3ccccn3)c(=O)c3ccccc3n2C)cc(OC)c1OC,0%
COCCn1c(SC)nnc1-c1c[nH]c2ccccc12,-7%
CC(=O)OC(C(=O)NC1CCCCC1)c1ccc(C#N)cc1 (stereo not drawn),-6%
OCCN(CCO)CC(O)COc1ccc2c(c1)OCO2 (stereo not drawn),-2%
COc1ccc(N2C(=O)CC(Sc3nnc(-c4ccccc4)o3)C2=O)cc1 (stereo not drawn),-28%
Nc1c(C(=O)NCC2CCCO2)sc(=S)n1-c1ccccc1 (stereo not drawn),-5%
COc1cccc(N2CCN(C(=O)c3ccc(=O)oc3)CC2C)c1 (stereo not drawn),20%
CCCOCCOC(=O)C1=C(C)NC(=O)NC1c1cc(Cl)c(O)c(OC)c1 (stereo not drawn),-7%
O=C(COc1ccccc1)Nc1cc(C(F)(F)F)ccc1N1CCCC1,-31%
CCOc1ccc2nc(NCCNC(=O)Nc3cccc(C)c3)c(C#N)cc2c1,-2%
Cc1ccc2nc(-c3cc(NC(=O)c4cccs4)ccc3Cl)oc2c1,-2%
Nc1nnc(CCS(=O)(=O)c2cc(Cl)ccc2Cl)s1,-3%
Cc1ccccc1N1C(=O)C2ON(c3ccccc3)C(c3ccncc3)C2C1=O (stereo not drawn),-2%
CCOC(=O)c1sc2c(c1C)c(=O)c(C(=O)OCC)cn2CC,-7%
O=C(O)CN1C(=O)/C(=C/C=C/c2ccccc2[N+](=O)[O-])SC1=S,3%
COc1ccc2nc(SCC(=O)Nc3cc(C)on3)[nH]c2c1,-9%
CCn1c(C)nc2cc(C(=O)NNS(=O)(=O)c3ccccc3F)ccc21,-10%
CCOc1cc2c3c(c1)C(C)CC(C)(C)N3C(=O)C2=O (stereo not drawn),-6%
CNc1cc(CSC)nc(SCc2ccc(Cl)cc2Cl)n1,2%

Part of the list above, as labelled records.
> c1ccc2[nH]c(CSc3nnc(-c4ccncc4)o3)nc2c1
  EphA4 KYL inhibition: 2%
> CCOc1cc2[nH]c(=O)n(CCCC(=O)NCc3ccco3)c(=O)c2cc1OCC
  EphA4 KYL inhibition: 1%
> Nc1nnc(CCS(=O)(=O)c2cc(Cl)ccc2Cl)s1
  EphA4 KYL inhibition: -3%

Next part:
structure,EphA4 KYL inhibition
CCN(CC)c1ccc(C(=O)OCC(=O)c2ccco2)cc1,0%
COc1cccc(CNc2nc3nc4c(c(=O)n3[nH]2)CCC4)c1,1%
COC(=O)C1=C(C)N=c2s/c(=C\c3ccc(-c4ccc(OC)cc4[N+](=O)[O-])o3)c(=O)n2C1c1ccccc1 (stereo not drawn),5%
COc1ccccc1NC(=O)C(=O)NNC(=O)c1ccco1,-5%
O=C(Nc1cnc2ccccc2c1)c1ccco1,-2%
O=C1C(c2ccccc2)=C(c2ccccc2)C(=O)N1O,2%
COc1ccc(N(CC(=O)Nc2ccc(Br)cc2)S(=O)(=O)c2ccc(OC)c(OC)c2)cc1,-2%
CN(C)c1nc(-c2ccccn2)nnc1-c1ccccc1,-15%
C=CCn1c(COc2ccc(F)cc2)nnc1SCC(=O)N1CC(=O)Nc2ccccc21,-2%
CCNC(=O)CSc1ncnc2sccc12,-5%
CCC(Sc1ccc2nnc(-c3ccc(F)cc3)n2n1)C(=O)O (stereo not drawn),-7%
CCOC(=O)c1oc2ccccc2c1NC(=O)c1ccc(S(=O)(=O)N2CCCC2)cc1,-6%
CC1CCN(S(=O)(=O)c2ccc3c(c2)C(=NO)c2cc(S(=O)(=O)N4CCC(C)CC4)ccc2-3)CC1,0%
CC(=O)Nc1ccc(NC(=O)c2ccccc2OC(F)F)cc1,-3%
CC(C)N(Cc1nc(-c2ccc(Cl)cc2)no1)C(=O)CCC1CCCC1,-1%
CCOC(=O)c1cnn(-c2nc(-c3ccccc3)cs2)c1C(F)(F)F,-3%
Cc1ccc(S(=O)(=O)NC(C)(C)CN2CCN(CC(C)(C)NS(=O)(=O)c3ccc(C)cc3)CC2)cc1,-8%
COc1cc(-c2nc(N)n[nH]2)cc(OC)c1OC,-16%
CC(=O)c1cccc(N(CC(=O)NCC2CCCO2)C(=O)CCC(=O)Nc2cc(C)on2)c1 (stereo not drawn),12%
CCN(CC)c1ccc(NC(=O)c2ccc3c(c2)OCCO3)cc1,-4%
COc1ccc2[nH]c3c(NCCN(C(C)C)C(C)C)ncnc3c2c1,-12%
Cc1oc(-c2ccccc2)nc1Cn1cccc1C1=NC(c2ccccc2)CO1 (stereo not drawn),10%
O=C(Nc1cccc(C(F)(F)F)c1)NC1CCCCC1,5%
O=C1CCCC2=C1C(c1ccc(OCc3ccccc3)cc1)C1=C(CCCC1=O)O2,5%
Cc1nc2c(-c3ccc(F)cc3)c(C)nn2c(C)c1CCC(=O)N1CCN(c2ccc(F)cc2)CC1,6%

Fetched one by one from the list above, 2 records:
structure,EphA4 KYL inhibition
CC(=O)Nc1ccc(NC(=O)c2ccccc2OC(F)F)cc1,-3%
CC1CCN(S(=O)(=O)c2ccc3c(c2)C(=NO)c2cc(S(=O)(=O)N4CCC(C)CC4)ccc2-3)CC1,0%

Part of the list above, reformatted:
> CC(=O)Nc1ccc(NC(=O)c2ccccc2OC(F)F)cc1
  EphA4 KYL inhibition: -3%
> CC(C)N(Cc1nc(-c2ccc(Cl)cc2)no1)C(=O)CCC1CCCC1
  EphA4 KYL inhibition: -1%

Next section:
structure,EphA4 KYL inhibition
COCCn1c(SCCN2CCCCC2)nc2ccccc2c1=O,-4%
Cc1ccc2[nH]c(C(=O)O)c(NC(=O)CN3CCN(c4cccc(C)c4C)CC3)c2c1,4%
CCc1nccn1S(=O)(=O)c1ccc(Br)cc1Br,-8%
COC(=O)C1=C(C)N=C2SCCC(=O)N2C1/C=C/c1ccccc1 (stereo not drawn),-19%
COC(=O)c1ccccc1NC(=O)CN(Cc1ccc(Cl)cc1)S(C)(=O)=O,2%
CCSc1nnc(NC(=O)C(CC)Oc2ccccc2)s1 (stereo not drawn),2%
Cn1c(=Nc2ccc(N3CCOCC3)cc2)ccc2ccccc21,-3%
Cc1cc2nnc(SCC(=O)OC(C)C)n2c2ccccc12,-9%
CCN1CCN(C(=O)/C=C\C(=O)O)CC1,-1%
COc1ccccc1CNC(=O)CN(c1ccc(C)cc1)S(=O)(=O)c1c(C)nn(C)c1C,15%
c1ccc(C[n+]2cccc3c4ccccc4ccc32)cc1,-5%
O=C(CCc1ccccc1)N1N=C(c2ccc(Br)cc2)CC1(O)C(F)(F)F (stereo not drawn),-4%
Cc1ccc(C)c(CSc2nnc(-c3cccnc3)n2N)c1,-1%
O=C(CCN1C(=O)C2CC=C(Cl)CC2C1=O)NC1CCCCC1 (stereo not drawn),2%
Cc1cc2ncn(C(=O)c3ccc4c(c3)OCO4)c2cc1C,16%
Cc1ccc(C)c(N2CCN(C(=O)c3cc4sccc4n3C)CC2)c1,-7%
COc1ccc(NC(=O)Nc2ccccc2F)cc1,4%
Clc1ccc(OCc2nnc(SCc3nc4ccccc4[nH]3)n2Cc2ccco2)cc1,9%
C1CSC2(N1)C1CC3CC(C1)CC2C3 (stereo not drawn),3%
CC(C)(C)c1ccc(-c2cc(N)n[nH]2)cc1,2%
CCC(C(=O)NCc1ccco1)n1nc(-c2ccc(OC)cc2)ccc1=O (stereo not drawn),16%
Cc1sc(N/N=C/c2cccnc2)nc1-c1ccccc1,13%
Cc1ccc(C)n1-c1ccc(C(=O)NCC2CCCO2)cc1 (stereo not drawn),-2%
O=C1CC(Nc2ccc(F)cc2)C(=O)N1c1ccc(N2CCOCC2)cc1 (stereo not drawn),-1%
Cc1ccc(NC(=O)CCN2C(=O)c3cccc4cccc(c34)C2=O)cc1,-12%
Clc1ccc(/C=C/c2nc3ccccc3[nH]2)cc1,-5%
COc1cccc(-c2cc(C(F)(F)F)nc(N3CCC(C)CC3)n2)c1,7%
Cc1ccc(C)c(S(=O)(=O)N2CCN(CC(=O)Nc3cc(C)on3)CC2)c1,-1%
CCC(=O)c1ccc(OCC(=O)O)cc1,-24%
COC(=O)c1ccc(CSc2nnc(Nc3cccc(OC)c3)s2)o1,-16%
Cc1ccc(S(=O)(=O)NC(=O)Nc2ccccc2C(F)(F)F)cc1,-4%
O=C(NN=C1C2CC3CC(C2)CC1C3)c1cc(Cl)ccc1O,-6%
COc1ccc(N2CCCn3c2nc2c3c(=O)n(CCN3CCOCC3)c(=O)n2C)cc1,14%
CCN(CC)C(=O)COc1ccc(-c2ccccc2)cc1,0%&-6%
COCc1cc(C)n(CC(=O)Nc2ccccc2OC)c(=O)c1C#N,-22%
CCc1nc2ccccc2n1Cc1cc(=O)n2cc(C)ccc2n1,-17%
O=C(Oc1nsnc1N1CCOCC1)c1ccccc1,4%
CN(C)CCNc1nc(-c2ccccc2)nnc1C(F)(F)F,-11%
CCOC(=O)c1cnc2ccc(OCC)cc2c1N1CCN(C)CC1,6%
COc1nc(Oc2ccc(C(=O)OCC(N)=O)cc2)nc(N(C)C)n1,-7%
Cc1cccc2cc3c(NC(=O)c4ccccn4)nn(C)c3nc12,12%
Clc1ccc(-n2c(SCc3nc4ccccc4[nH]3)nnc2-c2ccncc2)cc1,-12%
COC(=O)C1C2CCC(C2)C1C(=O)OCC(=O)c1ccc(C)cc1 (stereo not drawn),-7%
O=C(O)Cn1c(-c2ccccc2)nc2ccccc21,-5%
CSc1ccccc1NC(=O)COc1ccccc1Cl,12%
CCNC(=S)NCCc1ccc(S(N)(=O)=O)cc1,4%
Clc1ccc(N2CCCCCC2)nn1,-6%
O=C(CCc1ccccc1)Nc1ncc2c(n1)CCCC2=O,-7%
O=C(COc1cccc2ccccc12)Nc1ccc2c(c1)OCCO2,-5%
COc1ccc2[nH]c3c(c2c1)CN(C)CC3,-6%

The listing continues:
structure,EphA4 KYL inhibition
CCOC(=O)c1c(C)oc2ccc(OCC(N)=O)cc12,-15%
COc1cccc(Nc2nc3ccccc3nc2NS(=O)(=O)c2cccs2)c1,-18%
CN1CCc2c(sc3c2c(=O)n(-c2ccccc2)c2nnc(SCc4ccc(Cl)cc4)n32)C1,-7%
COc1ccc(N(CC(=O)N2CCc3ccccc3C2)S(C)(=O)=O)cc1,-19%
CCc1ccc2nc(Nc3nc(COC)cc(=O)[nH]3)nc(C)c2c1,-6%
COC(=O)c1ccccc1NC(=O)COC(=O)CSCC(=O)N1CCOCC1,1%
COc1cc(OC)c(C2N(c3ccccn3)C(=O)C3CCCN32)cc1OC (stereo not drawn),0%
CC1CCc2nn(CC(=O)N3CCc4ccccc43)cc2C1 (stereo not drawn),-1%

A portion of the library; rates above refer to the full screens.
